Screening results as filed in PubChem.
SUMO Mot1 rescue = blocks SUMOylation pathway, rescuing yeast Mot1-301 growth. S. cerevisiae Mot1-301 growth rescue, ATP luminescence, 38.5C; percent above DMSO median, 100 means doubled. growth rescue, % at 18.8 µM. actives 1% (n = 320,000);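 active = every valid replicate shows activation above 250% relative to neutral control wells; inactive = the rest, any valid replicate at or below 250%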;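 note: OY570 slx delta 5 strain wells were the positive control but not used for scaling; some compounds called inactive have numbers as strong as hits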
phage Ecoli inh = E. coli growth loss with phage present; growth absorbance; inhibition, % at 11.9 µM; actives 0.26% (n = 360,000); AID 651602; in the data active = inhibition above about 11%
HTR5A ag ctr = HTR5A agonism, opioid heterodimer counter-screen; AID 504692; activation, % at 9.3 µM; actives 0.61% (n = 340,000); P47898; HTR5A agonist assay, luminescence, cell-based; in the data active = activation mostly above about 9.5%, no sharp cut-off; inactive = mostly below about 7.6%;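 note: 0% = cells with vehicle only and 100% = reference agonist; strong numbers were not always called active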
Target sequence (P47898 whole entry, looked up): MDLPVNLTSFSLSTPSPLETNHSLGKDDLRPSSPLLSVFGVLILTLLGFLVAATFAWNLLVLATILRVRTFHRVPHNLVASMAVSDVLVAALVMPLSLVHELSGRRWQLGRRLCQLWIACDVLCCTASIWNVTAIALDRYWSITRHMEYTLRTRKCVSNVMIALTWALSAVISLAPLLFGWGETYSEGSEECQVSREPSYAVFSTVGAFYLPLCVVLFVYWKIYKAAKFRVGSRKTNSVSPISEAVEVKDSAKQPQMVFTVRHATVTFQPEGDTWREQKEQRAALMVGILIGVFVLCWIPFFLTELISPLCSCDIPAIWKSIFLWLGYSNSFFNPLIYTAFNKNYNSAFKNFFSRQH
PKA-R2B act = activators of human PKA-R2B complex; P22694+P31323; activation, % at 11.4 µM; actives 0.079% (n = 340,000); PKA-R2B holoenzyme dissociation, Cy5-IP20 fluorescence polarization; R2B truncated from residue 108, S112A mutant; 0% DMSO only, 100% 113 µM cGMP;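 active = activation above a cutoff set at the mean over all compounds plus 3 SD, cut at about 18% in these data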;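 note: higher means more holoenzyme dissociation and a rise in polarization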
Target sequence (P31323 whole entry, looked up, other chains not shown, the tested form may be a part): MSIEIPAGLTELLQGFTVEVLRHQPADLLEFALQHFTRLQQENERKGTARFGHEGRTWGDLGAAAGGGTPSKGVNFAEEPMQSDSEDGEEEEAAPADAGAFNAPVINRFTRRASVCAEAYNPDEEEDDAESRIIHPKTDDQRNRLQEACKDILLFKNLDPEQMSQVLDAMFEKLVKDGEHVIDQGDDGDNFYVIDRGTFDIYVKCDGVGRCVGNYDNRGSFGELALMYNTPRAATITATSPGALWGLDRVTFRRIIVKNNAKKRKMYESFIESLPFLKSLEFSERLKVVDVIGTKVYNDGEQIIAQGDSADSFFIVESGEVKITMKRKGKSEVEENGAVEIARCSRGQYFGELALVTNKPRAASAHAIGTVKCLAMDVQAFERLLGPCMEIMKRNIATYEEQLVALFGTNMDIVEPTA
PKA-R1A activ = activates the PKA-R1A holoenzyme complex; P00514+P68181; PKA-R1A dissociation, Cy5-IP20 fluorescence polarization; scaled: DMSO 0%, 113 µM cGMP 100%; activation, % at 11.4 µM; actives 0.083% (n = 340,000); AID 504707;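 active = percent activation above the mean of all tested compounds plus 3 SD, cut at about 19% in these data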;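 note: higher means more PKAc released from R1A so a rise in polarization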
Ecoli viability = reduces bacterial viability in AddAB counter-screen; E. coli V3065 growth, OD600 absorbance, 18 h; inhibition, % at 11.9 µM; actives 0.27% (n = 330,000); AID 449728;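 active = inhibition above the campaign's mean inhibition across all tested compounds plus 3 SD, cut at about 9.9% in these data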;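 note: uninfected addAB+ strain grown without phage in ampicillin broth; 0% = DMSO wells and 100% = ciprofloxacin 0.95 µg/ml wells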
HTR5A inv ag = inverse agonist of human HTR5A in OPRM1-OPRD1 counter-screen; inhibition, % at 9.3 µM; HTR5A cell line, luminescence, inverse agonism; actives 0.083% (n = 340,000); P47898; in the data active = inhibition mostly above about 23%, no sharp cut-off; inactive = mostly below about 18%;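 note: 0% = cells with DMSO and 100% = no-cell wells with DMSO; some compounds called inactive have numbers as strong as hits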
CDK5 inh = inhibitors of human CDK5/p35 kinase. Q00535+Q15078. Recombinant CDK5/p35, ADP-Glo luminescence, 60 min. inhibition, % at 10 µM. actives 0.01% (n = 330,000). AID 488839;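 active = highest replicate inhibition of at least 50% and at least 75% of replicates reaching 50%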;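 note: plate controls were DMSO neutral control for no effect and GW8510 at 10 µM for full effect; many of its hits are not listed in these tables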
DAGLB inhibitor = diacylglycerol lipase beta (human) inhibition. inhibition, % at 5.17 µM. AID 504411. HEK293T DAGLB membrane lysate, EnzChek fluorogenic substrate. actives 0.059% (n = 340,000); in the data active = inhibition above about 34%;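 note: 0% = enzyme with vehicle and 100% = wells lacking enzyme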
Tat transport = E. coli Tat transport inhibition; E. coli MC4100 TorA-mCherry Tat export, fluorescence; inhibition, % at 10 µM; actives 0.036% (n = 340,000); AID 488895;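 active = mean replicate inhibition at least 50% and at least half of replicates individually reaching 50%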;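 note: exported cargo escapes ClpAP degradation while cytoplasmic cargo is degraded and loses fluorescence; 0% = median of neutral control wells and 100% = median of NaSCN control wells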
AddAB inh = less growth of phage-infected E. coli with AddAB; inhibition, % at 11.9 µM; E. coli expressing H. pylori AddAB, absorbance growth; actives 0.29% (n = 330,000); AID 435030; in the data active = inhibition above about 12%;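 note: 0% = vehicle wells of infected cells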
An asterisk follows results filed as active; nt = no result given.

SMILES | SUMO Mot1 rescue | phage Ecoli inh | HTR5A ag ctr | PKA-R2B act | PKA-R1A activ | Ecoli viability | HTR5A inv ag | CDK5 inh | DAGLB inhibitor | Tat transport | AddAB inh
CCN(CC)CCc1c(C)[nH]c(C(=O)OCc2ccccc2)c1C | -12 | 4.9 | -3 | -6 | 7 | 1.3 | -5 | 2.1 | 2 | 5 | 4.5
CCOc1ccc(C(=O)NCC(=O)OCC(=O)NC2CCCC2)cc1 | -16 | 4.2 | -2 | -2 | -7 | 2.2 | 4 | 1.4 | 2 | -9 | 2.1
Cc1ccc(NC(=O)CS(=O)CC(=O)N(CC(=O)NC2CCCC2)c2ccc3c(c2)OCCO3)cc1 (stereo unspecified) | 121 | 4.1 | -1 | -18 | -3 | -2.0 | 3 | 0.0 | -5 | -2 | 0.6
COc1cc(OC)c(C(=O)OCC(=O)N2CC(=O)Nc3ccccc32)cc1OC | -4 | 2.4 | 0 | -8 | 3 | 0.5 | 1 | -2.1 | 1 | -7 | -0.5
S=C(Nc1ccc2c(c1)OCCO2)Nc1ccccc1Cl | 12 | 3.1 | 5 | 4 | 7 | nt | 7 | 0.9 | 2 | -2 | nt
CC(=O)OCC(=O)Nc1ccccc1OC(F)F | 3 | 3.7 | 4 | -6 | 1 | 0.5 | 3 | -0.5 | -1 | 6 | 2.7
CC(NC(=O)Nc1cccnc1)(C(F)(F)F)C(F)(F)F | 38 | 2.7 | -4 | 3 | 6 | 0.2 | -17 | -0.5 | -1 | -6 | 0.3
O=C(Nc1ccccc1)C1=C[C@H](c2coc3ccccc3c2=O)C[C@H](OCc2ccc(CO)cc2)O1 | 9 | 1.0 | 6 | -4 | 4 | -0.2 | -27 | -0.4 | -1 | 10 | 3.2
CCOc1ccccc1NC(=O)NNS(=O)(=O)c1ccc([N+](=O)[O-])cc1 | 3 | -0.9 | 1 | -1 | -1 | 0.8 | -5 | 0.1 | 1 | -3 | 1.3
CCCc1nn(C)c2c(=O)[nH]c(-c3cc(S(=O)(=O)N(CCO)CCO)ccc3OCC)nc12 | 3 | -0.5 | -5 | -8 | -7 | 0.2 | 3 | -3.7 | 2 | -1 | 0.6
CN(C)c1ccc([N+](=O)[O-])cc1C(=O)NCC(c1ccco1)N(C)C (stereo unspecified) | -12 | 0.7 | 4 | 10 | 3 | -2.0 | -11 | -0.4 | 1 | 4 | 5.9
COc1ccc(CCN(C(=O)C(F)(F)F)C(C(=O)NC2CCCCC2)c2ccc(C)s2)cc1 (stereo unspecified) | 5 | 1.4 | 0 | -3 | -4 | -2.0 | 8 | 2.7 | 0 | -1 | 0.8
S=c1nc[nH]c2c1[nH]c1ccccc12 | 8 | 3.9 | 2 | -5 | -8 | 3.3 | -5 | 0.1 | -1 | -5 | 5.3
Cn1cnnc1SCC(=O)Nc1c(F)cc(F)cc1Br | nt | 0.5 | 2 | 7 | 2 | 2.1 | -12 | 0.2 | -2 | 3 | -0.1
CC(=O)Nc1ccc(OC/C=C(\C)Cl)cc1 | 100 | 3.7 | 0 | -2 | -14 | 2.2 | 2 | -1.6 | 3 | 5 | 1.8
O=C(Nc1ccn(Cc2c(F)c(F)cc(F)c2F)n1)c1ccc(COc2cc(Cl)ccc2Cl)o1 | 40 | 0.8 | 3 | 3 | 2 | -1.6 | 12 | 3.0 | -13 | -12 | 2.3
Cn1c(NC(=O)/C=C/c2c(F)cccc2Cl)cc(=O)n(C)c1=O | -5 | 5.3 | nt | nt | nt | 1.0 | nt | 0.2 | nt | -8 | 2.3
Cc1cccc(C2=NN(c3ccc(Br)cc3)[C@@H](C(=O)N3CCOC3=O)[C@@H]2c2ccc(F)cc2)c1 | 30 | 2.7 | 7 | -16 | -3 | -3.0 | -18 | -1.4 | -3 | -4 | 2.1
Cc1cc(C)c(S(=O)(=O)N2CCN(C(=O)CCOc3ccccc3C)CC2)c(C)c1 | 70 | -1.4 | -4 | -4 | -7 | -3.2 | 10 | -0.6 | -1 | -10 | -3.0
CCCS(=O)(=O)N1CCCC(C(=O)NCCN(Cc2ccccc2)C(C)C)C1 (stereo unspecified) | -13 | 1.5 | 3 | -1 | 1 | 3.2 | -16 | 0.1 | -1 | 1 | 3.6
CCC(Sc1nc(N)cc(N)n1)C(=O)O (stereo unspecified) | -5 | 1.9 | 3 | -7 | 3 | 0.4 | 6 | -7.0 | 2 | 22 | -0.1
Cc1ccc(OCCOC(=O)c2c(-c3ccccc3)noc2C)cc1 | 3 | -0.6 | 1 | 9 | -9 | -0.1 | 14 | 0.3 | -23 | 3 | 4.7
COc1ccc(NC2CCCN(C(=O)c3ccc4[nH]c(C)c(C)c4c3)C2)cc1 (stereo unspecified) | -3 | 3.5 | 1 | 2 | -2 | -2.2 | -4 | -0.9 | 1 | 1 | 0.3
Cc1nn(-c2ccccc2)nc1C(=O)OCC(=O)N1CCC(C)CC1 | -3 | 1.9 | 1 | 6 | -11 | 0.2 | -3 | -0.1 | -5 | -6 | 0.4
COc1ccc(C(=O)OC2CCCCC2CN(C)C)cc1 (stereo unspecified) | -10 | 0.5 | -5 | 1 | -3 | 0.0 | 20 | -1.0 | 0 | -4 | 3.0

Two neighbouring compounds from above:
SMILES | SUMO Mot1 rescue | phage Ecoli inh | HTR5A ag ctr | PKA-R2B act | PKA-R1A activ | Ecoli viability | HTR5A inv ag | CDK5 inh | DAGLB inhibitor | Tat transport | AddAB inh
CCN(CC)CCc1c(C)[nH]c(C(=O)OCc2ccccc2)c1C | -12 | 4.9 | -3 | -6 | 7 | 1.3 | -5 | 2.1 | 2 | 5 | 4.5
CCOc1ccc(C(=O)NCC(=O)OCC(=O)NC2CCCC2)cc1 | -16 | 4.2 | -2 | -2 | -7 | 2.2 | 4 | 1.4 | 2 | -9 | 2.1

The listing continues:
SMILES | SUMO Mot1 rescue | phage Ecoli inh | HTR5A ag ctr | PKA-R2B act | PKA-R1A activ | Ecoli viability | HTR5A inv ag | CDK5 inh | DAGLB inhibitor | Tat transport | AddAB inh
O=C(NC(=O)N1CCCCCC1)c1ccc(Cl)cc1 | 45 | 1.3 | 0 | 10 | 5 | 0.0 | 0 | -0.8 | 0 | -7 | -2.7
CNC(=O)CNC(=O)Nc1ccc(Cl)c(Cl)c1 | -12 | nt | -4 | -4 | -7 | 2.0 | 10 | 0.5 | 0 | -2 | 2.8
CCN=C1SC(CC(=O)NCC)C(=O)N1CC (stereo unspecified) | -16 | 2.7 | 3 | -1 | -5 | 1.4 | -10 | -1.5 | 2 | -5 | 1.5
CNCC(C)COc1ccccc1OCc1ccccc1 (stereo unspecified) | 2 | 3.2 | 1 | -5 | 6 | 1.8 | 19 | nt | -3 | 18 | 1.3
O=C(c1cccc(S(=O)(=O)Nc2ccccc2Cl)c1)N1CCC1 | -14 | 2.0 | -2 | -11 | -6 | -0.2 | 5 | -2.2 | 3 | -3 | 0.0
O=C(CS(=O)CC(=O)Nc1ccc(Cl)cc1)NCC1OCCc2ccccc21 (stereo unspecified) | nt | 2.9 | 2 | -4 | 1 | nt | -8 | 2.4 | 3 | -5 | nt
Cn1c(SCC(=O)N2CCOCC2)nnc1-c1ccco1 | 353* | 2.1 | 3 | -4 | 9 | 2.3 | 2 | 0.7 | -3 | 5 | 2.8
O=C(Nc1ccccc1OC(F)F)c1ccc(S(=O)(=O)N2CCCC2)cc1 | nt | 2.2 | 0 | 5 | 5 | 1.4 | 2 | 2.5 | 1 | -5 | 0.4
Nc1nc(Nc2cccc(F)c2)nc(N2CCOCC2)c1[N+](=O)[O-] | -4 | 0.8 | -5 | -1 | 15 | 1.8 | 12 | 5.3 | -2 | -8 | 3.1
CCOC(=O)CC(=O)CSc1nc(C)cc(-c2cccnc2)c1C#N | -11 | 2.5 | -2 | -5 | 1 | -1.1 | 5 | 2.0 | 4 | 22 | 1.3
CCOc1ccc(C2C3=C(CCCC3=O)N(CC(=O)O)C3=C2C(=O)CCC3)cc1 | 116 | 1.5 | 0 | -8 | -13 | -2.3 | -1 | 1.2 | -1 | -2 | -0.9
CCc1[nH]c(C(=O)O)c(C)c1C(=O)OC | -6 | 0.9 | -3 | -9 | -3 | -0.9 | -24 | 0.8 | 1 | 1 | -2.0
c1ccc(Cc2cc[n+](Cc3ccccc3)cc2)cc1 | 11 | 4.2 | 11 | -3 | -1 | 1.0 | -1 | 0.9 | 1 | 9 | 2.8
Nc1ncnc2c1ncn2CCN1CCCCC1 | 2 | 0.2 | nt | 9 | -10 | 1.3 | nt | -0.1 | 0 | -2 | 2.2
Cc1cccc(CC2S/C(=N/c3ccccn3)NC2=O)c1 (stereo unspecified) | -10 | 1.5 | -6 | -4 | -10 | -0.5 | 14 | -0.5 | 2 | 1 | -2.0
CN(C)/C=N/NC(=O)C1Cc2c(ccc3ccccc23)O1 (stereo unspecified) | -7 | 1.1 | 2 | 8 | -4 | -0.5 | -8 | -0.2 | 2 | -3 | -1.6
O=C(Cc1cccs1)Nc1ccc(-c2nnc(-c3ccccc3)o2)cc1 | -15 | 3.2 | 4 | -5 | 4 | 1.3 | -10 | 1.0 | -1 | -1 | -0.1
CCOC(=O)CC(NC(=O)c1ccccc1)c1ccc(OC)cc1 (stereo unspecified) | 2 | 1.9 | 3 | 6 | -1 | -4.0 | -15 | 0.6 | 0 | 2 | -0.2
Cc1ccc(C)c(NNC(N)=S)c1 | -2 | 1.7 | -3 | -2 | -10 | 1.9 | 8 | -3.5 | -2 | -8 | 1.2
CCCC(=O)Nc1cccn(Cc2ccccc2Br)c1=O | -19 | 5.7 | 0 | -7 | 5 | 0.1 | 30 | 0.2 | 0 | -2 | -1.2
COc1ccc(NC(=O)CS(=O)(=O)c2cn(CC(=O)N3CCOCC3)c3ccccc23)cc1OC | 7 | 1.6 | -4 | -3 | -3 | 1.1 | 0 | -2.0 | 1 | -7 | -1.8
CN(CC(=O)NC1CCCC1)S(=O)(=O)c1cnc[nH]1 | 10 | 0.6 | 2 | -5 | -2 | -0.5 | -4 | -0.1 | 1 | 3 | -0.5
COc1ccccc1C(=O)COC(=O)c1cccc(S(=O)(=O)N2CCCC2)c1 | -9 | 1.4 | -3 | 3 | -4 | 0.1 | -12 | 0.9 | -1 | 9 | 2.8

Record cards, as listed above. Order of values: SUMO Mot1 rescue | phage Ecoli inh | HTR5A ag ctr | PKA-R2B act | PKA-R1A activ | Ecoli viability | HTR5A inv ag | CDK5 inh | DAGLB inhibitor | Tat transport | AddAB inh
CCOc1ccc(C2C3=C(CCCC3=O)N(CC(=O)O)C3=C2C(=O)CCC3)cc1 as listed: 116 | 1.5 | 0 | -8 | -13 | -2.3 | -1 | 1.2 | -1 | -2 | -0.9
Cc1cc(C)c(S(=O)(=O)N2CCN(C(=O)CCOc3ccccc3C)CC2)c(C)c1 as listed: 70 | -1.4 | -4 | -4 | -7 | -3.2 | 10 | -0.6 | -1 | -10 | -3.0
S=C(Nc1ccc2c(c1)OCCO2)Nc1ccccc1Cl as listed: 12 | 3.1 | 5 | 4 | 7 | nt | 7 | 0.9 | 2 | -2 | nt
CCc1[nH]c(C(=O)O)c(C)c1C(=O)OC as listed: -6 | 0.9 | -3 | -9 | -3 | -0.9 | -24 | 0.8 | 1 | 1 | -2.0
